Compound activity: PubChem, NMMLSC
RGS7-Gao: human RGS7-Galphao interaction regulation. AID 1439. P09471. Multiplexed bead flow cytometry, RGS7-Galphao binding; actives lie on both sides. 220,000 compounds, 0.35% hits. binding response (% of control), % at 10 µM; in the data active means binding response below about 49% or above about 150%; inconclusive means no clear call, values can overlap the other calls; inactive means in between;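 further: fluorescent Galphao held in activated GDP-AlF4 state binding bead-coupled RGS7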
Target sequence (P09471 whole entry, looked up): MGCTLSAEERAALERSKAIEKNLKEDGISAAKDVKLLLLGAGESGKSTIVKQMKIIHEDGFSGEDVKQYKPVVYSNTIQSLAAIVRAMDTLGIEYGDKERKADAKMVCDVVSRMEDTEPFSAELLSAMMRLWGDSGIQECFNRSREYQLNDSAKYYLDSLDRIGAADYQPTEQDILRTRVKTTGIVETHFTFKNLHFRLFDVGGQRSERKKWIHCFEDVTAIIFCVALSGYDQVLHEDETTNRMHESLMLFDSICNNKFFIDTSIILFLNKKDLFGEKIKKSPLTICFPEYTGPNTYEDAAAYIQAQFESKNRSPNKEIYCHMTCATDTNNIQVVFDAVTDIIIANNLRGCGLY
ABCG2 block: inhibitors of human ABCG2 transporter, ABCB1 counter-screen; 190,000 compounds, 0.1% hits; IgMXP3 cells, JC-1 efflux, flow cytometry; inhibition, % at 6.6 µM; AID 1325;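 active means inhibition above 80%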;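 further: 0% = DMSO and 100% = nicardipine control wells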
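Test system: IgMXP3 cells (ABCG2) mixed with DDAO far-red-labelled CCRF-Adr cells (ABCB1). Reagent: JC-1 transporter substrate. Compound dosing: single test compound dose, 6.6 µM final. Times: 10 min compound exposure, 25 °C. Detection: flow cytometry of retained JC-1 fluorescence. Read-out basis: efflux inhibition in percent versus controls. Controls: nicardipine and DMSO wells.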
Bcl-2 Bim block: inhibitors of Bim-Bcl-2 interaction, human. P10415. inhibition, % at 10 µM. Bead-based flow cytometry, Bim peptide-Bcl-2 binding. 190,000 compounds, 0.06% hits; in the data active means inhibition above about 40%; inconclusive means no clear call, values can overlap the other calls;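 further: 0% = no compound wells with probe peptide and 100% = reference peptide inhibitor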
ABCB1 inh: human ABCB1 inhibition, ABCG2 as counter-screen; AID 1326; CCRF-Adr cells, JC-1 efflux, flow cytometry; P08183; inhibition, % at 6.6 µM; 190,000 compounds, 0.067% hits; in the data active means inhibition above about 40%;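 further: 0% = vehicle and 100% = reference inhibitor; higher value means more JC-1 retained so stronger ABCB1 efflux block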
RGS8-Gao reg: modulates binding of RGS8 to human Galphao; P09471; multiplexed bead flow cytometry; actives lie on both sides; response (percent of control binding), % at 10 µM; 220,000 compounds, 0.34% hits; in the data active means response below about 60% or above about 140%; inactive means in between;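 further: Galphao activated as the GDP aluminium fluoride complex binding bead-coupled RGS8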
Bim-Bfl-1: inhibitors of Bim-Bfl-1 interaction, human | Q16548 | Bead-based flow cytometry, Bim-Bfl-1 binding inhibition | inhibition, % at 10 µM | 190,000 compounds, 0.12% hits;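 further: 0% = wells without compound plus tracer and 100% = blocker peptide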
Bim-Mcl-1: inhibitors of Bim-Mcl-1 interaction, human; Q07820; Bead-based flow cytometry, Bim peptide-Mcl-1 binding; inhibition, % at 10 µM; 190,000 compounds, 0.1% hits;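 further: 0% = no compound tracer wells and 100% = peptide blocker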
Target sequence (Q07820 whole entry, looked up): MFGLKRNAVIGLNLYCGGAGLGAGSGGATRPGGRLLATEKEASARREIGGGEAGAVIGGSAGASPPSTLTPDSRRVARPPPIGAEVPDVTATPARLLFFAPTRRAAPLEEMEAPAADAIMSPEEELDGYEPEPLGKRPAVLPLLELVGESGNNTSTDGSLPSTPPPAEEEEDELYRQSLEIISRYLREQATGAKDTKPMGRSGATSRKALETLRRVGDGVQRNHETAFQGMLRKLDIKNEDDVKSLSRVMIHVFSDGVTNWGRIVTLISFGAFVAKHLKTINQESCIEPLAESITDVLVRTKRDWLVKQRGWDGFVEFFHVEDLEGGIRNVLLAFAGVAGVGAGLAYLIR
Bim-Bcl-W: inhibitors of Bim-Bcl-W interaction, human | Q92843 | bead-based flow cytometry, Bim peptide-Bcl-W binding | inhibition, % at 10 µM | 190,000 compounds, 0.02% hits | AID 952;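 further: 0% = bound tracer without compound and 100% = peptide blocker; higher means less fluorescent Bim peptide bound to Bcl-W beads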
Bcl-XL Bim block: disrupts Bim peptide binding to human Bcl-XL | Q07817 | bead flow cytometry, fluorescence | inhibition, % at 10 µM | 190,000 compounds, 0.04% hits | AID 1007
RGS4-Gao reg: modulates binding of RGS4 to human Galphao | binding response (% of control), % at 10 µM | Multiplexed bead flow cytometry; actives lie on both sides | 220,000 compounds, 0.33% hits; in the data active means binding response below about 49% or above about 150%; inactive means in between;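 further: fluorescent Galphao activated with aluminum fluoride binding bead-coupled RGS4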
Bim-Bcl-B: disrupts Bim peptide binding to human Bcl-B; bead-based flow cytometry; inhibition, % at 10 µM; 190,000 compounds, 0.073% hits; AID 951;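 further: 0% = tracer peptide without compound and 100% = reference inhibitor peptide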
Target sequence (Q9HD36 whole entry, looked up): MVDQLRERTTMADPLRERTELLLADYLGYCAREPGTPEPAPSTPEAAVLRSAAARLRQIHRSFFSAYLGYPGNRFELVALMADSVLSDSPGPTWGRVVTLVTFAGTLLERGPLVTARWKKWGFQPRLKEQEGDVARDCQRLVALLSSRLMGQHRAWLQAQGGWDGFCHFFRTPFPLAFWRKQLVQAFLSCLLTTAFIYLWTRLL
An asterisk follows results filed as active; ? = inconclusive. Unless noted, no stated cut-off is given here; in the data, active means inhibition above about 40%.

SMILES	RGS7-Gao	ABCG2 block	Bcl-2 Bim block	ABCB1 inh	RGS8-Gao reg	Bim-Bfl-1	Bim-Mcl-1	Bim-Bcl-W	Bcl-XL Bim block	RGS4-Gao reg	Bim-Bcl-B
COCCNC(=O)Nc1ccc2c(c1)N(C)C(=O)CS2	97	-1	-8	-0.3	98	-9	-1	0	0	97	-11
CC(C)n1c(=O)c2c(O)cc(=O)oc2c2ccccc21	98	1	1	-0.6	96	1	0	0	-2	89	1
O=C(Cn1nnc(-c2ccccc2)n1)OC1CCOC1=O (stereo unspecified)	102	2	-11	0.3	95	-13	-2	0	-17	99	-12
CCCC(=O)Nc1ccc(NC(=O)c2ccccc2Cl)nc1	102	1	1	0.1	101	4	-2	0	0	101	0
Cc1cc(C)nc(Sc2nc(C)nc3c2oc2ccccc23)n1	96	1	-2	0.4	95	0	-1	0	-2	100	-4
Cc1ccsc1C(=O)Nc1ccc2c(c1)OCCO2	100	4	-4	0.2	100	-12	-2	-5	-4	100	-5
CC(CNC(=O)c1cccs1)c1ccc([N+](=O)[O-])cc1 (stereo unspecified)	108	24	-6	2.0	103	-5	0	-1	-2	103	-2
COc1cc2c(C)nc3c(c(C)nn3-c3ccccc3)c2cc1OC	85	1	-1	0.1	92	-9	0	1	3	98	-1
CC1(C)CC(=O)C2=C(C1)N=C1SCCC(=O)N1C2c1ccccc1 (stereo unspecified)	101	2	-6	0.4	102	-15	0	3	-27	100	-10
S=C(N/N=C/c1ccccc1Cl)Nc1ccccc1	103	9	-5	0.6	100	-5	-1	-7	-2	103	-6
Cc1c(-c2ccccc2)[n+](=O)c2c(n1[O-])CCCCC2	101	1	1	0.4	104	0	-4	-1	-5	104	-6
CC12CCC(C(=O)N3CCC(Cc4ccccc4)CC3)(C(=O)C1=O)C2(C)C (stereo unspecified)	94	-2	-3	0.6	96	-5	2	0	-1	97	-1
O=C(NNC1CC(=O)N(c2cccc(Cl)c2)C1=O)c1cccnc1 (stereo unspecified)	98	-1	-9	0.2	101	-6	-23	-14	-16	98	-10
CCSc1nc(-c2ccccc2)nc2c1CCCC2	?	4	-4	-0.1	100	-4	3	-1	-1	100	-5
CC(C)N(C(=O)COC(=O)c1ccccc1C(=O)N1CCN(c2ccc(F)cc2)CC1)C(C)C	97	20	-10	1.4	100	-19	-6	-2	-7	103	-9
COc1cccc2sc(NNC(=O)COc3ccccc3)nc12	110	0	4	-0.3	101	6	-1	3	0	100	3
CC1(C)Cc2ccccc2C(NNC(=O)c2ccccn2)=N1	101	3	-3	0.5	102	-9	3	0	-4	102	-3
COc1ccc(-c2cc(C(=O)Nc3nc4c(C)cccc4s3)c3ccccc3n2)cc1OC	114	0	-1	0.2	108	1	1	1	1	97	-1
Cc1ccccc1N1CCN(CCCOc2ccc3c(C)cc(=O)oc3c2)CC1	95	3	0	1.1	88	-1	7	-3	-1	86	-3
CCOC(=O)N1CCN(C(=O)CSCC(=O)Nc2nc(-c3ccc4c(c3)OCO4)cs2)CC1	98	3	0	0.7	103	-5	-6	-4	-6	105	-5
CCNc1nc(Oc2ccc(OC)cc2)cc(C(F)(F)F)n1	?	21	-8	0.6	103	-8	-2	-3	-1	102	-5
CC1=CC(=C(C#N)c2nc3ccccc3s2)C=C(C)N1c1ccc(F)cc1	95	-8	-1	-1.1	101	1	-11	-13	-1	100	-17
CC(=O)NC(Cc1ccccc1C)C(=O)NC1CCN(c2ncccc2[N+](=O)[O-])CC1 (stereo unspecified)	98	1	-8	0.3	99	-16	-3	-9	-9	95	-13
O=C(OCn1cncn1)c1ccc(Cl)cc1Cl	103	0	-11	1.3	104	-10	-3	-4	-3	104	-6
Cn1cnnc1SCC(=O)NC1CCCc2ccccc21 (stereo unspecified)	100	-1	-5	1.4	101	-5	-3	-2	-5	101	-3
Cc1cc(C)c(NC(=S)NC(=O)c2c(Cl)c(C)nn2C)c([N+](=O)[O-])c1	98	1	-5	0.4	75	-2	-2	-3	-7	98	-6
CCn1c(CCNC(=O)c2ccc(F)cc2)nc2ccccc21	102	9	-7	2.4	102	-10	-2	0	-1	104	-6
COc1ccc(OC)c(C2C(C(=O)c3cc4ccccc4o3)=C(O)C(=O)N2c2cc(C)on2)c1 (stereo unspecified)	101	-14	-4	-0.9	105	-1	-5	1	-2	102	-2
O=C1S/C(=C\c2ccc(O)c([N+](=O)[O-])c2)C(=O)N1c1ccccc1Cl	103	1	0	0.3	100	-5	0	-3	0	102	-2
NC(=O)c1ccsc1NC(=O)c1ccc(S(=O)(=O)N2CCCc3ccccc32)cc1	84	-3	-7	-0.8	91	-4	-3	-4	-5	83	-7
CCN1CCN(C(=O)Nc2cccc(C(F)(F)F)c2)CC1	100	-1	-2	-2.6	103	-2	1	0	0	96	-1
COc1ccc(CCNS(=O)(=O)c2cccs2)cc1	101	1	0	0.3	102	-6	4	2	0	102	-1
COC(=O)c1ccc(Sc2nnnn2-c2ccccc2)c([N+](=O)[O-])c1	96	13	-10	1.1	99	-16	-1	-2	-3	95	-10
CCCCNC(=S)Nc1cc([N+](=O)[O-])ccc1C	98	1	5	-0.1	104	1	-4	-1	-4	101	-6
CCCc1ccc(-c2c(C)sc(NC(=O)c3ccnn3C)c2C#N)cc1	106	2	-11	0.3	104	-17	-2	-5	-6	106	-10
O=C([C@H](O)c1ccccc1)N1CCC[C@H]1CO	100	0	3	-0.1	100	2	-1	-1	-1	98	-2
O=C(CCNS(=O)(=O)c1cccc2nsnc12)NCCC1=CCCCC1	99	1	-3	0.2	102	-8	0	1	-9	103	-4
CCC(=O)Nc1cccc(-c2cnc3ccccc3n2)c1	106	6	-6	0.6	103	-9	-1	2	-6	103	-4
Cc1onc(-c2ccccc2Cl)c1C(=O)Nc1nnc(Cc2ccc(Cl)cc2)s1	97	1	-5	0.4	96	-2	-5	1	-3	90	-3
CN(C(=O)COC(=O)CNC(=O)C12CC3CC(CC(C3)C1)C2)C1CCS(=O)(=O)C1 (stereo unspecified)	102	-1	0	-0.5	104	-1	-3	-2	-5	104	-3
Cc1cc(C)n2nc(C(=O)Nc3nnc(C4CC4)s3)nc2n1	102	2	-11	0.3	102	-10	2	2	-1	101	-5
O=c1oc2ccccc2c2c1nnn2CCO	103	1	-3	0.1	103	-3	-4	-1	0	105	-2
COc1ccc(C(=S)N2CCN(C)CC2)cc1Br	94	10	-13	-0.7	98	-17	-2	-3	-8	100	-11
CC(C)(C)c1ccc(S(=O)(=O)NCC(=O)Nc2sc3c(c2C(N)=O)CCCC3)cc1	109	0	-7	-0.2	105	-11	-2	-1	7	108	-9
COc1ccc(CCNC(=O)CSc2nnnn2-c2ccccc2OC)cc1OC	99	3	5	1.1	94	8	6	4	9	96	2
Cc1ccc(C(=O)N/N=C/c2ccc(-c3ccccc3[N+](=O)[O-])o2)cn1	99	1	-3	0.2	100	-5	0	-2	-2	90	-3
Fc1ccccc1NC(=S)Nc1ccc(Br)cc1	95	-1	-7	-0.2	100	-6	-3	-6	-9	99	-13
CSC1=NCCN1C(=O)C(C)Oc1ccccc1 (stereo unspecified)	96	0	-5	0.0	99	-12	0	1	-1	95	-6
Cc1cnn(CCC(=O)NNC(=S)Nc2ccccc2)c1	112	1	-7	0.2	100	-2	-5	-7	-7	117	-8
O=c1c2ccc([N+](=O)[O-])c3cccc(c32)c2nc3ccccc3n12	100	3	2	1.2	105	2	1	1	4	102	-1
CC(=O)Nc1nnc(SCC(=O)N2CCN(Cc3ccccc3)CC2)s1	102	0	1	-0.1	105	0	-4	-3	-8	102	-7
COC(=O)c1cc(NC(=O)c2c(F)c(F)c(F)c(F)c2F)cc(C(=O)OC)c1	102	11	-6	0.2	101	-9	0	0	-3	105	-3
Cc1ccc(S(=O)(=O)NCCSC(C)(C)C)cc1	104	1	-15	0.2	101	-17	-4	-4	-2	104	-11
CCCCCCCCNc1ncnc2ccccc12	114	1	6	0.4	110	2	1	2	1	129	2
Cc1cc(NC(=O)CSc2nnnn2C2CCCC2)no1	101	7	1	0.8	99	0	5	0	0	100	1

Structures above that contain an aryl thioether with sulfur outside any ring:
SMILES	RGS7-Gao	ABCG2 block	Bcl-2 Bim block	ABCB1 inh	RGS8-Gao reg	Bim-Bfl-1	Bim-Mcl-1	Bim-Bcl-W	Bcl-XL Bim block	RGS4-Gao reg	Bim-Bcl-B
Cc1cc(C)nc(Sc2nc(C)nc3c2oc2ccccc23)n1	96	1	-2	0.4	95	0	-1	0	-2	100	-4
CCSc1nc(-c2ccccc2)nc2c1CCCC2	?	4	-4	-0.1	100	-4	3	-1	-1	100	-5
Cn1cnnc1SCC(=O)NC1CCCc2ccccc21 (stereo unspecified)	100	-1	-5	1.4	101	-5	-3	-2	-5	101	-3
COC(=O)c1ccc(Sc2nnnn2-c2ccccc2)c([N+](=O)[O-])c1	96	13	-10	1.1	99	-16	-1	-2	-3	95	-10
COc1ccc(CCNC(=O)CSc2nnnn2-c2ccccc2OC)cc1OC	99	3	5	1.1	94	8	6	4	9	96	2
CC(=O)Nc1nnc(SCC(=O)N2CCN(Cc3ccccc3)CC2)s1	102	0	1	-0.1	105	0	-4	-3	-8	102	-7
Cc1cc(NC(=O)CSc2nnnn2C2CCCC2)no1	101	7	1	0.8	99	0	5	0	0	100	1
